Compound activity: PubChem BioAssay, several laboratories
ASAP1 inh: blocks human ASAP1-stimulated Arf1 GTP hydrolysis; inhibition, % at 16.5 µM; AID 624377; Q9ULH1; GDP FP detection; 360,000 tested, 0.19% active; in the data active means inhibition above about 25%;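 further: 0% = vehicle with enzyme and substrate and 100% = no enzyme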
ADAM10 inh: inhibitors of human ADAM10; inhibition, % at 7 µM; 370,000 tested, 0.62% active; AID 720582; recombinant ADAM10, EDANS/DABCYL FRET peptide cleavage, 3 h;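 active means inhibition above a per-campaign cutoff equal to the mean of compounds falling between control-based bounds plus 3 SD, cut at about 20% in these data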;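 further: 0% = DMSO wells while the 100% control is not disclosed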
FXN GAA850 act: frataxin GAA850 promoter activation | 360,000 tested, 0.56% active | HEK293 lucGAA850 FXN promoter luciferase reporter, 24 h; percent of 10 µM SAHA response | AID 540364 | activation, % at 6 µM;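 active means activation above the average of all compounds screened plus 3 SD, cutoff fixed separately per campaign, cut at about 7.5% in these data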;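 further: 0% = DMSO wells and 100% = 10 µM SAHA wells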
KLK7 zymogen act: activates the human kallikrein-7 zymogen; 370,000 tested, 0.9% active; activation, % at 7 µM; P49862; purified proKLK7, EDANS-DABCYL substrate fluorescence; 100% is mature enzyme control, 0% vehicle;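 active means activation above the mean of all tested compounds plus 3 SD, computed per campaign excluding outliers beyond control limits, cut at about 13% in these data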
sPLA2-III inh: Blocks human group III sPLA2 activity. QFRET BODIPY PC-A2 liposome hydrolysis, fluorescence. inhibition, % at 12.2 µM. 370,000 tested, 0.56% active;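 active means inhibition above mean plus 3 SD of compounds lying within the high and low control bounds, cut at about 19% in these data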;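 further: 0% = median of test compound wells and 100% = no enzyme DMSO wells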
NPR2 activator: GC-B (human) receptor activation; AID 1920062; P20594; HEK293-GC-B cells, CNP EC30, cGMP TR-FRET; 0% at EC30 CNP, 100% saturating CNP; 370,000 tested, 0.11% active; activation, % at 10 µM;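 active means activation at 10 µM reaching about 35% in either raw or pattern-adjusted values, limit read from the data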
Tn6 DDE FP: inhibitors of Tn6 peptide binding to human fibrin DD(E); 370,000 tested, 0.21% active; Fibrin DD(E) TRITC-Tn6 fluorescence polarization displacement; AID 720509; P02675; inhibition, % at 8.3 µM;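 active means inhibition above a per-campaign cutoff: mean of compounds within control limits plus 3 SD, cut at about 15% in these data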;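 further: 0% = median of all compound wells on the plate and 100% = blocking peptide control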
ARFGAP1 inh: inhibits rat ARF GTPase activating protein 1. Q62848. inhibition, % at 16.5 µM. 360,000 tested, 0.26% active. Arfgap1-stimulated ARF1 GTP hydrolysis, GDP FP detection;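 active means inhibition above a per-plate limit, mean inhibition of low control wells plus 3 SD, cut at about 25% in these data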;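 further: 0% = DMSO wells with enzyme and 100% = wells lacking Arfgap1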
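Material: rat Arfgap1 GAP domain (His6, aa 1-136), purified enzyme. Also added: human ARF1(Δ1-17)-GTP substrate. Compound dosing: 16.5 µM single point, 1.26% DMSO. Timing: enzyme reaction 120 min at 25 °C after 20 min preincubation. Signal: GDP detection by fluorescence polarization. Read-out basis: percent inhibition of GAP-stimulated GDP formation, scaled between DMSO and no-Arfgap1 medians.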
rCAG binder: r(CAG) repeat RNA binding | TO-PRO-1 dye displacement fluorescence | inhibition, % at 3 µM | 370,000 tested, 1.3% active;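 active means inhibition above the plate cutoff, the mean of all test compounds on that plate plus 3 SD, cut at about 35% in these data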;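 further: 0% = DMSO alone and 100% = 100 µM mitoxantrone as full dye displacement; higher means more dye released from RNA so lower well fluorescence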
GC-A act: GC-A (human) enzyme activation; P16066; HEK293 GC-A cells, cGMP TR-FRET, EC30 ANP; 0% at EC30 ANP, 100% saturating ANP; activation, % at 10 µM; 370,000 tested, 0.14% active; in the data active means activation above about 40%
Target sequence (P16066 whole entry, looked up): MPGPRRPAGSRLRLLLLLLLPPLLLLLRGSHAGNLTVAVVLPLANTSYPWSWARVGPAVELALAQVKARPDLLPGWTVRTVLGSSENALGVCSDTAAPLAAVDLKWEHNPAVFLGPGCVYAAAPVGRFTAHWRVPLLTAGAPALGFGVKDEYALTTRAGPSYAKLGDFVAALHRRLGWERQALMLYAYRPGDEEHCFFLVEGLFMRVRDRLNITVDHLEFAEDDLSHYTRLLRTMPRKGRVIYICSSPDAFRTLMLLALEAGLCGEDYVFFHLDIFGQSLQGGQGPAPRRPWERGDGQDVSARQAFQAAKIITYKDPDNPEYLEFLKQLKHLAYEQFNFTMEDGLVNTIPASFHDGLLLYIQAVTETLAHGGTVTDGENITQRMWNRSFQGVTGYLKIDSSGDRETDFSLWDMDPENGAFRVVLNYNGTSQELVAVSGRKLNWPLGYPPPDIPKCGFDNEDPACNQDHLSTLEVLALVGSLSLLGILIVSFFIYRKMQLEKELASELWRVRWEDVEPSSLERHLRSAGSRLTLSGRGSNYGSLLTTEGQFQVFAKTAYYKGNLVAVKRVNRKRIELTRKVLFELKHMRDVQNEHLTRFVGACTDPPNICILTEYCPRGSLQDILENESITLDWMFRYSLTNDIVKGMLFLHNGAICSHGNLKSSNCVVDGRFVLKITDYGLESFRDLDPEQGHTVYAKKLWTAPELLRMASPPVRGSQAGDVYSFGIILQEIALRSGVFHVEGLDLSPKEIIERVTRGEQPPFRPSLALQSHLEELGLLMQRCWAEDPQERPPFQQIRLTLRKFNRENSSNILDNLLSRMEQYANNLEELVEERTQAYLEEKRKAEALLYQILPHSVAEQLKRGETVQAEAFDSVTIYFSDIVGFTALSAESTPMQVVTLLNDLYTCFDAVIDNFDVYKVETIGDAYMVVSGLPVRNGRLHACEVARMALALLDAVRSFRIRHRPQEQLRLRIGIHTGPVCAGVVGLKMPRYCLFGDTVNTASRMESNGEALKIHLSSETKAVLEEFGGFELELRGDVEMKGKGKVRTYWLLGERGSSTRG
* marks the source's active call; other numbers are inactive results; / = no result given.

Every second line gives: ASAP1 inh	ADAM10 inh	FXN GAA850 act	KLK7 zymogen act	sPLA2-III inh	NPR2 activator	Tn6 DDE FP	ARFGAP1 inh	rCAG binder	GC-A act
CCc1c(C)nc(N2CCN(c3ccc(F)cc3)CC2)[nH]c1=O
 : 9	2	0.9	-1.0	2	-6	3	-4	0	-6
O=C(CCNC(=O)c1ccc(Br)cc1)NCc1ccco1
 : -1	1	0.8	-0.5	-9	2	8	8	2	3
COc1ccc(CN2C(=O)CSCC2(C)C(=O)NC(C)C)cc1 (stereo not drawn)
 : -4	-5	/	-0.7	-2	9	-4	-11	2	0
O=C(c1cccs1)N1CCCC(c2ccccc2)C1 (stereo not drawn)
 : 6	5	1.5	-0.1	-6	4	1	8	-2	0
O=C(NN1C(=O)C2C3C=CC(O3)C2C1=O)c1cccc(O)c1 (stereo not drawn)
 : -5	1	-0.6	-0.2	4	2	3	5	4	1
c1ccc(CCNc2ccc3c(c2)Cc2ccccc2-3)nc1
 : -1	6	-2.2	-0.5	14	-13	0	-2	2	-1
Cc1cccc(C(C)C)c1NC(=O)CSc1nncn1C
 : -2	-4	-1.0	-0.5	0	2	-9	1	-2	1
C=CCSc1nc(Cc2ccc(Cl)cc2)nc2ccccc12
 : -5	-15	-1.7	0.6	6	-6	-1	8	4	0
O=C(CCSc1nnc(-c2ccccc2)o1)N1CCOCC1
 : -3	-1	3.2	-0.4	5	-1	-9	-2	-6	0
COc1ccc(NC(=O)Nc2ccc(Br)cn2)cc1OC
 : 6	4	3.4	0.6	-5	4	0	-1	1	2
CNC(=S)N/N=C1\C(=O)c2cccc3cccc1c23
 : 10	2	1.6	0.5	4	-6	-7	9	7	-3
CCN(C(=O)CSc1nc2cc(S(=O)(=O)N(CC)CC)ccc2n1CC)C1CCS(=O)(=O)C1 (stereo not drawn)
 : 1	-10	0.5	0.6	0	-2	-5	-4	-10	1
CCN(CC)c1ccc2cc(C=O)c(=O)oc2c1
 : -8	-54	3.2	3.7	-117	-7	4	7	-286	-2
Oc1cc(Nc2ccncc2)cc2cccnc12
 : -5	-1	1.6	-0.6	-24	-9	-4	11	15	-11
Cc1ccc(CS(=O)(=O)c2ncc(Cl)c(C(=O)Nc3ccc(OC(F)F)cc3)n2)cc1
 : 5	7	-1.9	-0.7	-12	22	-3	7	5	29
O=C(CSc1nnc(-c2ccncc2)o1)NC1C2CC3CC(C2)CC1C3 (stereo not drawn)
 : -9	-5	0.1	0.5	4	-1	0	5	4	-1
O=C(CN1C(=O)/C(=C\c2ccccc2Cl)Sc2ccccc21)NCCCN1CCOCC1
 : 3	2	2.6	0.1	-13	5	0	5	-5	15
Cc1cccc(-c2nnc3sc(-c4ccccc4C)nn23)c1
 : -1	3	5.2	0.4	-4	6	-3	-27	6	-5
CC(=O)N1CCN(C(=O)CCNC(=O)c2ccc(Br)cc2)CC1
 : -6	-8	0.7	0.4	5	-10	10	-1	-6	4
Cc1cccc(-n2ccnc2SCC(=O)c2c(N)n(C3CC3)c(=O)[nH]c2=O)c1C
 : 0	1	0.5	-0.5	-4	-1	5	9	0	1
CN(C)/N=C/c1cc(Cl)cc([N+](=O)[O-])c1O
 : -8	-9	1.1	0.3	6	-4	-3	-6	2	2
CCCCCn1c(SC(C)C(C)=O)nc2c1c(=O)[nH]c(=O)n2C (stereo not drawn)
 : -4	0	3.1	0.6	-8	6	-2	9	2	5
c1ccc(CNCCCNCCCCNCCCNCc2ccccc2)cc1
 : -10	-4	-6.7	0.0	16	0	-2	6	4	-5
O=C(c1ccc2c(c1)OCO2)N1CCc2ccccc21
 : 3	-5	3.3	0.7	2	-7	3	-6	1	4
COc1ccc(N2CCN(C(=O)C(=O)c3cccc([N+](=O)[O-])c3)CC2)cc1
 : -9	-2	/	-0.2	18	-2	9	3	1	-1
COc1ccc(/C=C(\C#N)C(=O)OC2CCOC2=O)cc1 (stereo not drawn)
 : 10	0	0.2	0.1	-4	0	6	-6	12	0
CCCS(=O)(=O)c1nc(S(=O)(=O)c2ccc(Cl)cc2)c(N2CCC(O)CC2)s1
 : -5	-5	-2.6	-0.5	-11	-2	5	-9	-1	0
O=C1/C(=C/c2ccc(O)cc2)SC(=S)N1Cc1cccnc1
 : 8	1	-0.2	-0.3	8	-3	4	0	4	-6
CCOC(=O)C1=C(C)Nc2ccccc2N=C1NC(=O)C1CCN(C(=O)c2ccccc2C)CC1
 : -4	-15	-3.2	0.1	0	2	-2	9	3	-3
CCOC(=O)/C(C(=O)Nc1ccccc1Br)=C1/NC(C)(C)Cc2ccccc21
 : 9	-7	1.4	0.4	4	-2	0	11	-8	-5
Cc1cc(OC(C)C(=O)N2C[C@H]3C[C@@H](C2)c2cccc(=O)n2C3)c2c(C)c(C)c(=O)oc2c1 (stereo partly drawn)
 : 8	-206	-0.9	2.1	11	0	-4	2	0	-1
COc1ccc(NC(=O)NS(=O)(=O)c2ccc(C)cc2)cc1OC
 : 3	-24	-0.4	1.0	7	-3	-2	-15	3	-5
O=C(Nc1nc2c(F)cccc2s1)c1ccc([N+](=O)[O-])o1
 : -17	-5	1.3	-0.4	-6	-3	2	-2	0	3
C=CCSc1nnc(C)c(/C=C/Nc2ccc(Cl)cc2)n1
 : 2	2	4.8	-0.5	-7	-2	-8	-2	5	8
COc1ccccc1NC(=O)Cn1c(=O)sc2ccccc21
 : 8	0	0.6	-0.5	1	2	5	1	2	2
CCCOc1nc2ccccc2cc1/C=C/C(=O)O
 : -2	-249	0.4	17*	-16	-1	-2	-5	5	-1
COc1ccc(-c2cc3ccccc3n2CC(O)CN2CCC(C)CC2)cc1 (stereo not drawn)
 : -9	-8	-2.8	-0.4	-3	-2	-12	5	5	-6
Cc1cccc(C)c1NC(=O)CC(NCc1ccco1)C(=O)O (stereo not drawn)
 : 6	-7	-3.6	-0.4	6	1	10	10	-2	3
NC(=Nc1c([N+](=O)[O-])cnc2ccccc12)N1CCOCC1
 : 4	-1	/	-0.3	6	-15	-1	-2	2	0
CN1CCN(c2cc(-c3cccc(C(=O)O)c3)nc3ccnn23)CC1
 : -8	-454	0.2	12	3	2	8	6	6	-1
COC(=O)c1c(NC(=O)C2CCCCC2C(=O)O)sc2c1CCCCC2 (stereo not drawn)
 : -1	-24	2.0	0.3	3	-4	-9	14	48*	-2
C[N+](C)(C)C[C@H](O)CC(=O)O
 : -1	1	1.0	0.2	9	4	-2	-8	0	1
CC1=NN2C(=N)/C(=C\c3ccc(SCc4ccccc4)o3)C(=O)N=C2S1
 : 5	-14	-1.9	0.0	-1	1	-7	-3	17	1
Cc1ccccc1-n1c(-c2csc(C)c2C)n[nH]c1=S
 : -13	3	2.7	0.0	11	0	0	6	4	0
Cn1c(=O)c2c(nc(CN3CCN(c4ccccc4)CC3)n2CCN2CCOCC2)n(C)c1=O
 : -3	-2	/	0.4	-2	5	3	-3	-7	-1
N/C(=N/OS(=O)(=O)c1ccc([N+](=O)[O-])cc1)c1ccncc1
 : -8	8	2.1	-0.1	12	0	0	-1	-2	-2
O=c1cc(N2CCc3ccccc3C2)[nH]c(=O)n1-c1ccc(Cl)cc1
 : -2	-5	4.2	0.0	2	1	-6	9	-3	3
CCc1nnc(NC(=O)CCNC(=O)c2ccco2)s1
 : 5	-4	2.0	-0.4	2	-3	-2	8	1	-2
CCOC(=O)CC[C@@H]1CC[C@]2(CCCN(Cc3nccn3C)C2)O1
 : /	1	/	0.1	6	-5	-5	/	2	2
Cc1cccc(C)c1NC(=O)CC(NCCc1ccccc1)C(=O)O (stereo not drawn)
 : 5	3	-3.0	-0.3	0	7	-8	-1	2	3
CCOC(=O)c1cnc(SSc2ncc(C(=O)OCC)c(N)n2)nc1N
 : -7	3	2.3	0.5	12	-2	1	6	-3	8
ClCCCc1cn(C[C@H]2CC[C@@H]([C@@H]3CC[C@H](Cn4cc(CCCCl)nn4)O3)O2)nn1
 : 14	-8	1.3	0.2	8	5	-6	9	-5	-2
Cc1ccc2c(CC(=O)N3CCN(c4ccccc4)CC3)coc2c1
 : 25*	11	2.6	0.4	-5	-6	2	3	-2	-9
O/N=C\c1cnc(N2CCN(c3ccccc3)CC2)s1
 : 15	1	4.4	0.8	-4	-13	4	8	-6	-16
CC(=O)Nc1ccc(S(=O)(=O)NCCC(=O)N2CCc3ccccc32)cc1
 : 6	3	1.8	0.3	-1	1	7	-7	2	-3
COc1ccc(Cl)cc1NC(=O)CSc1nc(NS(=O)(=O)c2ccc(C)cc2)cc(=O)[nH]1
 : -11	2	0.2	0.5	4	-5	7	0	2	-5
Cn1cc(CNCC2CCCO2)c(-c2ccc(Oc3ccccc3)cc2)n1 (stereo not drawn)
 : 3	9	2.0	-0.5	-9	-4	6	1	-11	-2
COc1cc(C2Nc3ccc4ncccc4c3C3=C2C(=O)CC(C)(C)C3)cc(OC)c1O (stereo not drawn)
 : 2	-18	0.8	0.6	-15	-7	0	3	4	-13
O=C(COC(=O)c1ccccn1)Nc1cccc(Cl)c1
 : -1	3	3.9	0.1	-3	2	6	12	0	0
Oc1ccc(Br)cc1/C=N/N1CCN(Cc2ccccc2)CC1
 : -7	3	-0.3	-0.1	-2	-1	0	0	-2	2

Later entries
Every second line gives: ASAP1 inh	ADAM10 inh	FXN GAA850 act	KLK7 zymogen act	sPLA2-III inh	NPR2 activator	Tn6 DDE FP	ARFGAP1 inh	rCAG binder	GC-A act
N#C/C(=C/c1ccc(N2CCOCC2)o1)c1ccc(Br)cc1
 : 14	-11	16*	-1.3	-10	-24	2	-3	15	0
O=C(Nc1cccc(NC(=O)C2CC2)n1)C1CC1
 : 10	-21	-1.0	-0.9	17	-5	-7	-2	-3	3
CCOC(=O)c1cnc(SCc2cccc3ccccc23)nc1N
 : 7	3	1.8	-0.3	-5	3	-4	-4	1	0
COc1ccccc1NC(=O)CSc1nnc(Cc2ccccc2)o1
 : 3	-5	-0.3	-0.6	10	2	-10	2	-6	2
Nc1nn(-c2ccccc2)c(N)c1N=Nc1ccccc1
 : -9	4	-2.3	0.0	-1	-5	8	-13	1	-4
CCCCCCCCNC(CO)(CO)CO
 : -5	1	0.4	0.1	-2	-1	-1	-2	0	1
Cc1cccc(C(=O)Oc2cccc3c(O)cccc23)c1
 : -7	2	2.0	0.2	-27	-5	1	9	5	1
COC(=O)C[C@@H]1C[C@H]2c3cc(NC(=O)CC4CC4)ccc3O[C@H]2[C@@H](CO)O1
 : 8	-19	0.3	-0.7	11	0	-3	16	0	3
CCc1ccccc1NC(=S)N(Cc1ccco1)C(C)c1cccs1 (stereo not drawn)
 : -11	0	0.4	0.5	0	0	0	11	0	-10
O=C1c2cc([N+](=O)[O-])ccc2-c2ncccc21
 : 3	4	0.0	0.5	3	1	-1	-1	-3	1
COC(=O)C1=C(C)N(C)C(=NCc2ccc(OC)cc2)NC1c1cccc(Cl)c1 (stereo not drawn)
 : 0	-5	/	0.3	1	-13	-2	4	8	-6
Cc1cc(Cl)c(S(=O)(=O)Nc2cc(S(=O)(=O)N3CCOCC3)ccc2F)cc1OCC(N)=O
 : -5	-5	0.3	-0.4	-9	4	11	-8	10	-3
